From PubChem
ARNT TACC3 PPI: disruptors of human ARNT/TACC3 interaction; inhibition, % at 9.99 µM; AID 623870; Q9Y6A5; AlphaScreen His-ARNT PAS-B/GST-TACC3 binding, luminescence; TACC3 fragment carries E629A point mutation; 390,000 compounds, 0.66% hits;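 active = mean inhibition of replicates at least 50% and at least half of replicates each reaching 50%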;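 also: 0% = complete ARNT plus TACC3 wells and 100% = ARNT alone without TACC3; many hits fall short of the cut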
RAD54 inh: RAD54 (human) branch migration inhibition; 360,000 compounds, 0.14% hits; inhibition, % at 10.4 µM; RAD54 Holliday junction branch migration, FAM/BHQ fluorescence; Q92698; AID 602329;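 active = mean normalized replicate activity at least 40 and at least half of replicates scoring 40 or more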;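 also: 0% = median of neutral control wells and 100% = median of positive control wells; inhibitors cause a drop in the FAM fluorescence signal; in these data hits start at about 50%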
Target sequence (Q92698 whole entry, looked up): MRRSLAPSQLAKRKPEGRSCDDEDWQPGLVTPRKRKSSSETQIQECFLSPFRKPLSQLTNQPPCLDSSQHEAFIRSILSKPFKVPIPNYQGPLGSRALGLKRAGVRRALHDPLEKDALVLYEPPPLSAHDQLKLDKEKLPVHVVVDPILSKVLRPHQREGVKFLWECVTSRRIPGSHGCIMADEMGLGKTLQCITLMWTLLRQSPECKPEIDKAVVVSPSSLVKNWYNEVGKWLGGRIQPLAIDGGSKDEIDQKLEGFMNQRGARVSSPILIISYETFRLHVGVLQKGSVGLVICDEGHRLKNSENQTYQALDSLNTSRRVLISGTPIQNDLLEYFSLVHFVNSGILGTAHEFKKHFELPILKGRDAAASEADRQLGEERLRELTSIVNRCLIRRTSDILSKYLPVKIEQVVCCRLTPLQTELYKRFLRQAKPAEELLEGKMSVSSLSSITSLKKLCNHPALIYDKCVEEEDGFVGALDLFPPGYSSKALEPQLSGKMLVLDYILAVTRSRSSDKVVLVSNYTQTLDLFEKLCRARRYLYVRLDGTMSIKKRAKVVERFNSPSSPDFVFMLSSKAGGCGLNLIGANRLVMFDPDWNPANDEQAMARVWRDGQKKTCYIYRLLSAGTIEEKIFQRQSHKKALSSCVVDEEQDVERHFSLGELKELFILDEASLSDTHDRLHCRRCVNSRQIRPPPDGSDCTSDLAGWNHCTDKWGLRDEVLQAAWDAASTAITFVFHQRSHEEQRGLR
RAD52 anneal inh: inhibitors of human RAD52 DNA annealing; inhibition, % at 18.7 µM; recombinant RAD52 DNA annealing, FRET fluorescence; 360,000 compounds, 0.46% hits; P43351; AID 651710;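 active = every replicate showing at least 50% inhibition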
E-selectin induc: E-selectin induction on HUVECs. 260,000 compounds, 0.37% hits. HUVEC E-selectin immunofluorescence imaging; normalized: neutral wells 0, TNF-alpha wells 100. activation, % at 7.58 µM. P16581;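 active = mean E-selectin-positive cell signal at least 10% of the positive control, reached in at least 60% of replicates, without over 20% cell loss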;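 also: in these data hits start at about 27%; measured in HUVEC primary endothelial cells; signal is the percent of cells scored E-selectin positive by PE staining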
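Test system: HUVEC; input: 3,000 HUVEC/well; measured by: immunofluorescence imaging; read-out: % PE-positive cells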
ERp5 block: inhibitors of human ERp5; Q15084; inhibition, % at 9.99 µM; AID 651711; 350,000 compounds, 0.05% hits; ERp5 insulin aggregation, absorbance 650 nm, 90 min;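 active = mean replicate inhibition above about 25%, with every replicate also reaching it, limit read from the data, passing the limit was not always enough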
CASP6 VEID inh: blocks human caspase-6 cleavage activity. P55212. purified caspase-6, Z-VEID-R110 cleavage fluorescence. inhibition, % at 12.5 µM. 350,000 compounds, 0.53% hits;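 active = mean inhibition across replicates at least about 35%, with every replicate also reaching that limit, limit read from the data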;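 also: 0% = median of neutral control wells and 100% = no fluorescence left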
Target sequence (P55212 24-179 limits assumed): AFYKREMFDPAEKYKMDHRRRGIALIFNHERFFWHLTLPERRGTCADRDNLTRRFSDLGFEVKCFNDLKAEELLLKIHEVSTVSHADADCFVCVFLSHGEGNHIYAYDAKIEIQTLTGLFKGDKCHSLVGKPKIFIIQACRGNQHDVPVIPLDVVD
Target sequence (P55212 194-293 limits assumed): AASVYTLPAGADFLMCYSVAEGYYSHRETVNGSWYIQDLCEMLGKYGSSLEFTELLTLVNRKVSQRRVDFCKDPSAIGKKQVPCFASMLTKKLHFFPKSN
esBAF inh: inhibitors of esBAF chromatin remodeling in mouse ES cells; Bmi1-luciferase knock-in reporter, 24 h; 100% = twice the neutral-well signal; reporter increase, % at 12.5 µM; 350,000 compounds, 2% hits; in the data active = activation above about 40%;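 also: 0% = median of the plate's neutral control wells and 100% = double that signal; a rise in the Bmi1 reporter signal indicates esBAF inhibition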
PglD inh: inhibitors of Campylobacter jejuni PglD acetyltransferase; purified PglD enzyme, DTNB colorimetric CoA detection; inhibition, % at 12.5 µM; 360,000 compounds, 0.098% hits; in the data active = inhibition above about 16%, passing the limit was not always enough; also: strong numbers were not always called active
* hit, by the source's call; . = not tested or not shown.

SMILES	ARNT TACC3 PPI	RAD54 inh	RAD52 anneal inh	E-selectin induc	ERp5 block	CASP6 VEID inh	esBAF inh	PglD inh
C[C@@H]1CCCCO[C@H](CN(C)C(=O)NC2CCCCC2)[C@H](C)CN([C@@H](C)CO)C(=O)c2cc(NC(=O)Nc3ccc4c(c3)OCO4)ccc2O1	6	7	-13	.	0	2	16	1
O=C(NC(C(=O)N/N=C/c1cccc2ccccc12)c1n[nH]c(=O)c2ccccc12)c1ccccc1 (stereo not given)	4	-10	.	.	.	.	7	-2
COc1ccccc1N1CCN(C(=O)Nc2ccc([N+](=O)[O-])cc2)CC1	-4	.	-26	.	-1	1	3	.
COc1cccc(N2C(C(C)=O)=NN(c3ccccc3)C2c2ccc(N3CCOCC3)cc2)c1 (stereo not given)	-3	-1	.	.	.	.	21	2
CCCNC(=O)Nc1ccc2c(c1)C(=O)N(C)C[C@@H](OC)[C@H](C)CN(C(=O)C1CCCCC1)[C@H](C)CO2	3	-10	12	-0.2	-3	1	5	4
Cc1cc(C)c2nc(NNC(=O)c3ccc(S(=O)(=O)N4CCc5ccccc5C4)cc3)sc2c1	6	16	1	0.0	0	0	-25	1
CCCNC(=O)Nc1ccc2c(c1)C(=O)N(C)C[C@H](OC)[C@@H](C)CN(C(C)=O)[C@H](C)CO2	-4	0	16	1.7	-4	-3	1	-4
CC1(C(=O)Nc2ccccc2)Cc2c(-c3cccc(C(N)=O)c3)ccnc2O1 (stereo not given)	.	-4	2	0.1	0	0	0	8
CCOC(=O)c1cnc(SC)nc1N1CCCC1	25	.	-10	2.9	-29	0	.	.
Cc1cccc(CCNC(=O)C2CCCN(c3cnccn3)C2)c1 (stereo not given)	-13	9	-6	0.0	-10	-3	5	6
COc1cc(/C=N/NC(=O)c2ccncc2)ccc1Oc1ccc([N+](=O)[O-])cn1	-6	4	-10	.	6	-1	4	3
O=C(NCCN1CCCCC1)[C@@H]1[C@@H](CO)[C@@H]2Cn3c(cccc3=O)[C@H]1N2C(=O)C1CC1	-6	10	-9	0.0	2	1	0	-2
CC(=O)N(C)c1ccc(NC(=O)C(F)(F)F)cc1	1	0	-5	.	-1	0	6	0
Clc1ccc(COc2ccccn2)cc1Cl	-4	-2	.	.	.	.	7	2
Cc1ccc(F)cc1CNC(=O)C1CCC(=O)N(C2CC2)C1 (stereo not given)	3	5	-9	-0.1	2	0	.	0
CCC(CC)C(=O)Nc1nnc(S(=O)(=O)N2CCCC2)s1	-5	12	-10	0.2	2	-1	-1	3
COC(=O)N1CCCCC1c1cc(C(=O)NCc2ccc(Cl)c(Cl)c2)no1 (stereo not given)	.	1	-15	0.0	0	-1	-5	-4
COc1ccc2c(CCNC(=O)c3ccco3)c[nH]c2c1	1	13	-9	.	3	0	29	-1
O=C(c1cc(-c2cccc(O)c2)on1)N1CCCC1	2	-12	-29	.	5	2	0	2
CN(C)c1ccc([N+](=O)[O-])cc1C(=O)O	2	-2	-13	.	2	-2	.	-4
C[C@H]1CN([C@@H](C)CO)C(=O)c2cc(C#Cc3cccnc3)cnc2O[C@@H]1CN(C)C(=O)CC1CC1	.	2	10	0.5	-1	3	-8	4
CN1OC[C@@H]2CN(C(=O)CCc3ccccc3)[C@H](c3cccc(-c4ccccc4)c3)C[C@@H]21	7	-6	-1	-1.7	-5	1	0	4
COc1cccc(S(=O)(=O)N(C)C[C@H]2Oc3ncc(C#CCN(C)C)cc3C(=O)N([C@H](C)CO)C[C@@H]2C)c1	4	-5	2	-0.1	4	-12	-6	-1
COCCNC(=O)C[C@@H]1CC[C@@H]2[C@H](COC[C@H](O)CN2S(=O)(=O)c2ccccc2C)O1	1	1	4	0.1	10	0	-4	1
Cn1c(=O)c(=O)n(C)c2cc(S(=O)(=O)CCC(=O)Nc3cccc(C(F)(F)F)c3)ccc21	-1	-14	-8	0.0	-10	-2	-6	-1
C[C@@H]1CCCCO[C@@H](CN(C)S(=O)(=O)c2cccs2)[C@H](C)CN([C@@H](C)CO)C(=O)c2cc(NC(=O)Nc3ccc(C(F)(F)F)cc3)ccc2O1	-4	6	-19	0.5	3	2	11	5
Cn1c(/C=C/c2ccc(Cl)cc2Cl)c([N+](=O)[O-])c(=O)n(C)c1=O	1	0	-31	3.7	3	1	-18	-6
CC(=O)c1ccc(-c2cccs2)s1	-3	-4	-15	.	1	0	25	-3
CCC(=O)Nc1ccc2c(c1)OC[C@H](C)N(CC1CC1)C[C@H](C)[C@H](OC)CN(C)C2=O	-2	4	14	-0.5	-2	-8	-3	0
O=C(Oc1ccccc1)N1CCN(c2ccc(F)cc2)CC1	-9	2	.	.	.	.	-7	0
COc1ccc(-c2cc(NC=O)c3ncc(-c4cccc(C(C)=O)c4)n3c2)cc1	.	0	-73	0.6	1	1	3	-7
CCOC(=O)N1CCN(C(=O)c2c(-c3c(Cl)cccc3Cl)noc2C)CC1	0	4	-15	.	-3	1	-1	-1
CC(CCC(=O)O)C1CCC2C3CCC4C[C@H](O)CCC4(C)C3CC(=O)C12C (stereo not given in full)	-13	-16	-3	-0.2	-2	-1	-1	-3
CCCCCC(=O)N1C[C@@H](O)[C@H](n2cc(COC(=O)c3ccccc3)nn2)C[C@@H]1c1ccc(C)cc1	.	.	-5	-0.1	-1	1	3	.
CCCOC(=O)c1ccc(NC(=O)C2CCCO2)cc1 (stereo not given)	-7	-8	.	.	.	.	50*	-8
O=C(Nc1cccc(Cl)c1Cl)c1cc(S(=O)(=O)NCCc2ccccc2)ccc1F	19	.	7	.	7	1	.	.
COC(=O)c1cc(=O)nc(NN=Cc2ccccc2)s1	.	.	-37	-0.2	1	1	.	.
CCOC(=O)c1ccc(-n2[nH]c(-c3ccccc3)cc2=O)cc1	5	-2	.	.	.	.	-2	3
COc1cc(C(=O)Nc2cc(S(=O)(=O)N3CCOCC3)ccc2N2CCN(C)CC2)cc(OC)c1OC	10	1	5	1.1	-6	-6	2	0
O=C(O)c1sccc1Oc1ccc(NS(=O)(=O)c2ccccc2)cc1	0	-7	-13	0.0	3	.	-7	11

In a second layout: entries from further up
molecule | ARNT TACC3 PPI | RAD54 inh | RAD52 anneal inh | E-selectin induc | ERp5 block | CASP6 VEID inh | esBAF inh | PglD inh
COCCNC(=O)C[C@@H]1CC[C@@H]2[C@H](COC[C@H](O)CN2S(=O)(=O)c2ccccc2C)O1 | 1 | 1 | 4 | 0.1 | 10 | 0 | -4 | 1
Cn1c(=O)c(=O)n(C)c2cc(S(=O)(=O)CCC(=O)Nc3cccc(C(F)(F)F)c3)ccc21 | -1 | -14 | -8 | 0.0 | -10 | -2 | -6 | -1
C[C@@H]1CCCCO[C@@H](CN(C)S(=O)(=O)c2cccs2)[C@H](C)CN([C@@H](C)CO)C(=O)c2cc(NC(=O)Nc3ccc(C(F)(F)F)cc3)ccc2O1 | -4 | 6 | -19 | 0.5 | 3 | 2 | 11 | 5
Cn1c(/C=C/c2ccc(Cl)cc2Cl)c([N+](=O)[O-])c(=O)n(C)c1=O | 1 | 0 | -31 | 3.7 | 3 | 1 | -18 | -6
CC(=O)c1ccc(-c2cccs2)s1 | -3 | -4 | -15 | . | 1 | 0 | 25 | -3
CCC(=O)Nc1ccc2c(c1)OC[C@H](C)N(CC1CC1)C[C@H](C)[C@H](OC)CN(C)C2=O | -2 | 4 | 14 | -0.5 | -2 | -8 | -3 | 0
O=C(Oc1ccccc1)N1CCN(c2ccc(F)cc2)CC1 | -9 | 2 | . | . | . | . | -7 | 0
COc1ccc(-c2cc(NC=O)c3ncc(-c4cccc(C(C)=O)c4)n3c2)cc1 | . | 0 | -73 | 0.6 | 1 | 1 | 3 | -7
CCOC(=O)N1CCN(C(=O)c2c(-c3c(Cl)cccc3Cl)noc2C)CC1 | 0 | 4 | -15 | . | -3 | 1 | -1 | -1
CC(CCC(=O)O)C1CCC2C3CCC4C[C@H](O)CCC4(C)C3CC(=O)C12C (stereo not given in full) | -13 | -16 | -3 | -0.2 | -2 | -1 | -1 | -3
CCCCCC(=O)N1C[C@@H](O)[C@H](n2cc(COC(=O)c3ccccc3)nn2)C[C@@H]1c1ccc(C)cc1 | . | . | -5 | -0.1 | -1 | 1 | 3 | .
CCCOC(=O)c1ccc(NC(=O)C2CCCO2)cc1 (stereo not given) | -7 | -8 | . | . | . | . | 50* | -8
O=C(Nc1cccc(Cl)c1Cl)c1cc(S(=O)(=O)NCCc2ccccc2)ccc1F | 19 | . | 7 | . | 7 | 1 | . | .
COC(=O)c1cc(=O)nc(NN=Cc2ccccc2)s1 | . | . | -37 | -0.2 | 1 | 1 | . | .
CCOC(=O)c1ccc(-n2[nH]c(-c3ccccc3)cc2=O)cc1 | 5 | -2 | . | . | . | . | -2 | 3
COc1cc(C(=O)Nc2cc(S(=O)(=O)N3CCOCC3)ccc2N2CCN(C)CC2)cc(OC)c1OC | 10 | 1 | 5 | 1.1 | -6 | -6 | 2 | 0
O=C(O)c1sccc1Oc1ccc(NS(=O)(=O)c2ccccc2)cc1 | 0 | -7 | -13 | 0.0 | 3 | . | -7 | 11

Continued:
SMILES	ARNT TACC3 PPI	RAD54 inh	RAD52 anneal inh	E-selectin induc	ERp5 block	CASP6 VEID inh	esBAF inh	PglD inh
Cc1ccccc1-c1nnc(SCCOc2ccc3c(C)cc(=O)oc3c2)o1	6	6	.	.	.	.	-7	6
O=C(COC(=O)Cn1cnc2ccccc21)Nc1cccc(S(=O)(=O)N2CCOCC2)c1	-6	.	-19	.	1	7	.	.
S=C(NCCCc1ccccc1)Nc1ccccc1Cl	-6	.	4	-0.6	7	-2	.	.
C[C@@H]1CN([C@H](C)CO)C(=O)Cc2cc(NC(=O)Cc3cn(C)c4ccccc34)ccc2O[C@@H]1CN(C)C(=O)Nc1ccc(C(F)(F)F)cc1	-8	-4	-11	-7.0	-6	-2	-4	-1
COc1ccc(OC)c(NC(=O)COc2ccc(S(=O)(=O)NC(C)C)cc2)c1	-5	3	-13	.	3	5	-2	-2
C[C@@H]1CCCCO[C@H](CN(C)S(C)(=O)=O)[C@H](C)CN([C@@H](C)CO)C(=O)c2cc(NC(=O)Nc3cccc4ccccc34)ccc2O1	13	2	7	-0.1	-12	1	-7	4
COc1ccccc1-c1ccc2c(c1)O[C@H](CN(C)S(=O)(=O)c1ccccc1)[C@@H](C)CN([C@H](C)CO)S2(=O)=O	16	-4	5	0.5	-3	-1	13	-3
O=C(N[C@H]1CC[C@H](CCNS(=O)(=O)c2ccccc2)O[C@H]1CO)c1cnccn1	-7	-4	-17	-0.6	1	0	3	0
CN(C)C(=O)C[C@H]1CC[C@H](NC(=O)c2ccc(F)cc2)[C@@H](CO)O1	-1	2	-2	-0.1	-1	-1	4	0
CC(C)CSc1nc2ccccc2[nH]1	-16	.	-10	1.9	-1	-1	.	.
CO[C@H]1CN(C)C(=O)c2cc(NC(=O)c3nc4ccccc4s3)ccc2OC[C@@H](C)N(Cc2cncnc2)C[C@H]1C	3	-9	13	0.6	-4	0	-8	1
COc1ccc(NC(=O)C2CCN(S(=O)(=O)c3ccc4c(c3)NC(=O)C(C)S4)CC2)cc1 (stereo not given)	0	5	-12	.	-9	2	-5	0
Cc1cc(N(C)C)ccc1[N+](=O)[O-]	-1	.	-9	.	4	4	.	.
O=c1[nH]c(Cc2ccccc2)nc2ccccc12	-3	.	-2	0.1	1	3	.	.
Cc1cc(C)cc(NC(=S)N2CCC(NC(=O)c3ccccc3C)CC2)c1	4	.	-15	-1.2	2	.	.	.
CC1=C(c2ccc(Cl)cc2)[N+](=O)C(C)(C)N1[O-]	2	.	-16	0.0	-1	0	.	.
Nc1nc(COC(=O)C2CC(=O)N(CCc3ccccc3)C2)nc(Nc2ccccc2)n1 (stereo not given)	10	-9	-18	0.8	0	6	0	2
CC(C)NC(=O)Nc1ccc2c(c1)C(=O)N([C@@H](C)CO)C[C@H](C)[C@@H](CN(C)S(=O)(=O)c1ccc(F)cc1)OCCCC[C@@H](C)O2	-1	1	24	0.0	0	0	-6	0
COc1ccc(NC(=O)CSc2ccc(-c3ccco3)nn2)cc1	-1	5	-3	0.0	-16	9	1	1

This is a random part of the collection; about 3.2% have a hit in one of these screens.
